KOR beta-arrestin-1 = kappa opioid receptor activators – cell-based, luminescence, uHTS, primary screen (AID 1777); KOR beta-arrestin recruitment, luminescence; higher % means a stronger effect; activation, % at 10 µM, or EC50 in µM where a hit was titrated; actives 0.02% (n = 280,000); in the data active = activation above about 50%, passing the limit was not always enough; note: a part of the inactive calls stands beside numbers as strong as those of hits
Dynein cargo inh = blocks dynein driven cargo transport along microtubules. 3617.4 mouse cells, GR-EGFP nuclear translocation imaging; test concentration mostly 20 µM; stimulated with dexamethasone, 1 µM; active compounds read low. z-score, hits read low. actives 0.47% (n = 220,000);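 active = plate z-score of nuclear minus cytoplasmic receptor signal below a set negative limit, without overly bright fluorescence or cell loss, cut at about -3.5 in these data, passing the limit was not always enough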;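 note: z-score of nuclear minus cytoplasmic ring GR-EGFP intensity difference per well; some compounds called inactive have numbers as strong as hits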
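Buffer or medium: Induction medium lacking tetracycline, stripped serum | Also added: Dexamethasone agonist, 1.0 µM final, for 30 min | Timing: 48 h induction, 1 h compound, 30 min dex at 37 °C | Detection: Formaldehyde fixation, Hoechst nuclear stain, 10x automated fluorescence imaging | Measure: Nuclear versus cytoplasmic GR-EGFP signal, averaged per well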
NOD2 inhibition = inhibition of NOD2-driven NF-kB reporter – cell-based, luminescence, uHTS, HEK293 (AID 1566); one-dose inhibition, % at 4 µM; EC50 in µM for titrated hits; actives 0.63% (n = 290,000); HEK293 NOD2/NF-kB luciferase reporter, luminescence; higher % means a stronger effect; note: many of its hits are not listed in these tables
NOD1 inhibition = inhibition of NOD1-driven NF-kB reporter – cell-based, luminescence, uHTS, primary screen (AID 1578) | inhibition, % at 4 µM; hits with a dose series show EC50 in µM | actives 1% (n = 290,000) | NOD1-driven NF-kB luciferase reporter cells, luminescence; higher % means a stronger effect; in the data active = inhibition mostly above about 36%, no sharp cut-off; inactive = mostly below about 34%;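 note: HEK-293T reporter cells stimulated with the NOD1 agonist gamma-tri-DAP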
M1AAP inhibition = P. falciparum M1AAP inhibitors, biochemical, fluorogenic H-Leu-NHMec substrate, 1536-well (AID 1445); recombinant M1AAP, H-Leu-NHMec fluorogenic kinetic assay; higher % means a stronger effect; inhibition, % at 30 µM; hits with a dose series show IC50 in µM; actives 0.42% (n = 220,000);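 active = primary inhibition above the hit cutoff, then over 50% inhibition at one or more dose response concentrations, cut at about 23% in these data, passing the limit was not always enough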;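 note: plate controls were DMSO full reaction for no effect and no enzyme background for full effect; strong numbers were not always called active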
KOR beta-arrestin-2 = kappa opioid receptor blockers – cell-based, luminescence, uHTS (AID 1778) | KOR beta-arrestin recruitment, luminescence, antagonist mode; higher % means a stronger effect | actives 0.091% (n = 290,000) | inhibition, % at 10 µM, or IC50 in µM where a hit was titrated; note: strong numbers were not always called active
AID2073 = inhibitors of Mint1-CaV2.2 protein interaction, biochemical, HTRF (AID 2073); actives 0.19% (n = 290,000); HTRF protein-protein interaction, Mint1-CaV2.2; higher % means a stronger effect; inhibition, % at 20 µM, or IC50 in µM where a hit was titrated; in the data active = inhibition mostly above about 51%, no sharp cut-off; note: some results filed as inactive read as strong as hits
GPR55 activation = GPR55 agonists via beta-arrestin recruitment, primary screen, imaging, U2OS cells, beta-arrestin-GFP redistribution (AID 1961) | U2OS GPR55 beta-arrestin-GFP redistribution imaging; higher % means a stronger effect | activation, % at 10 µM; hits with a dose series show EC50 in µM | actives 0.048% (n = 290,000);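 active = activation above 40% with more than 50 cells counted in the well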;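 note: U2OS osteosarcoma cells stably expressing GPR55 and beta-arrestin-GFP; plate controls were DMSO negative control for no effect and LPI positive control for full effect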
P. falciparum M17LAP = P. falciparum M17LAP inhibitors, primary screen, biochemical, fluorogenic H-Leu-NHMec substrate, 1536-well (AID 1619) | inhibition, % at 30 µM; hits with a dose series show IC50 in µM | recombinant M17LAP, H-Leu-NHMec fluorogenic kinetic assay; higher % means a stronger effect | actives 0.38% (n = 220,000);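 active = compound inhibiting the enzyme by more than half at any dose during confirmatory dose-response retesting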;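 note: plate controls were full reaction with DMSO carrier for no effect and no enzyme background for full effect; strong numbers were not always called active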
Dynein cargo inh cytoplasmic EGFP = second read-out of Dynein cargo inh, no call of its own (marks repeat the call); z-score; measured here: cytoplasmic GR-EGFP intensity; active compounds read high
Dynein cargo inh nuclear GR-EGFP = second read-out of Dynein cargo inh, no call of its own (marks repeat the call); z-score; measured here: nuclear GR-EGFP intensity;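 lower value marks the stronger effect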
Dynein cargo inh cell count = also measured in Dynein cargo inh; calls as there; z-score; measured here: cell count per field
* hit, by the source's call; . = no result given; [ ] = dose if it differs, or a comment. Cut-off read from the data, not from the text of the source, unless noted: active = inhibition above about 50%; inactive = the rest. An excerpt, so the mix of outcomes need not match the whole.

SMILES	KOR beta-arrestin-1	Dynein cargo inh	Dynein cargo inh cytoplasmic EGFP	Dynein cargo inh nuclear GR-EGFP	Dynein cargo inh cell count	NOD2 inhibition	NOD1 inhibition	M1AAP inhibition	KOR beta-arrestin-2	AID2073	GPR55 activation	P. falciparum M17LAP
COc1cccc(C=Nc2ccccc2C#N)c1O	-2.8%	0.026	-0.24	-0.37	0.74	18%	-8%	6%	-11%	-9%	0.6%	-11%
Cc1cc(C(=O)NNC(=O)CCCCC(=O)NNC(=O)c2cc(C)[nH]n2)n[nH]1	-3.5%	1.3	-0.21	0.29	-0.92	-1%	-10%	-15%	20%	-11%	-0.3%	6%
N/C(=N/OC(=O)c1ccccc1Cl)c1ncc([N+](=O)[O-])s1	1.6%	-1.3	-0.21	-0.38	1.3	-61%	-4%	5%	-4%	41%	0.1%	-2%
COc1ccc(C(=O)N=C2CCC(C#N)=C3c4cc(OC)c(OC)cc4CCN23)cc1	-3.8%	0.18	-0.25	0.23	0.58	-7%	-26%	9%	19%	0%	-0.6%	18%
Cn1c(=O)n(C)c2cc(/C=N/N=C3/NC(=O)C(CC(=O)O)S3)ccc21 (centres undefined)	-3.6%	-0.68	-0.37	-0.31	0.95	3%	-19%	19%	-20%[20 µM]	-6%	-0.1%	20%
Cc1ccccc1N=C(NOCc1ccc(Cl)cc1Cl)c1nonc1N	2.7%	-0.72	-0.24	-0.2	0.61	-9%	15%	2%	-27%	0%	0.2%	-1%
CCNC(=S)N(Cc1ccco1)Cc1cc2cc(OCC)ccc2[nH]c1=O	.	-1.1	-0.27	-0.42	1.3	24%	7%	5%	20%[20 µM]	-8%	-0.1%	1%
O=C(c1ccc(F)cc1)c1cc2ccccc2o1	-6.9%	-0.00088	-0.32	0.16	-0.26	-40%	-64%	-4%	12%	1%	0.2%	-12%
COc1ccc(N(C(=O)c2ccco2)C(C(=O)NC2CCCC2)c2cccs2)cc1 (centres undefined)	.	-0.86	-0.28	-0.22	1.1	8%	-13%	.	20%[20 µM]	-5%	0.3%	.
Cc1ccc(CNC(=O)C2CCC(=O)N(CCc3cccc(F)c3)C2)cc1 (centres undefined)	1.3%	.	.	.	.	-10%	-45%	.	-15%	-8%	-0.1%	.
Cc1ccc(C(=O)O)cc1NC(=O)Nc1cccc2ccccc12	0.1%	.	.	.	.	-9%	-33%	.	-2%	-6%	0.0%	.
COc1ccccc1OCc1ccc(C(=O)N2CCN(C)CC2)o1	-2.4%	-0.45	-0.27	-0.28	-0.027	14%	-22%	2%	-19%	-2%	-0.3%	2%
CN1CCc2c(sc3nc(NN)n(Cc4ccccc4)c(=O)c23)C1	-0.7%	-0.55	-0.21	-0.36	0.76	15%	-6%	5%	19%	17%	-0.2%	3%
CC(C)(C)NC(=S)NNC(=O)c1ccc2ncccc2c1	-5.3%	1	-0.29	1.4	-1.1	-81%	-38%	-5%	9%[20 µM]	-10%	-0.1%	4%
O=c1c2ccccc2ncn1-c1ccc2c(c1)OCCO2	6.0%	-0.4	-0.14	-0.25	0.37	-28%	26%	-3%	6%	3%	0.2%	2%
CSc1ncc(Cl)c(C(=O)NCc2ccc3c(c2)OCO3)n1	0.9%	0.37	-0.24	0.52	-0.25	-20%	-24%	-2%	-15%	-7%	0.3%	8%
O=C(c1cc2cc([N+](=O)[O-])ccc2oc1=O)n1cccn1	-1.3%	-1.4	-0.29	-0.034	0.83	9%	-20%	10%	-9%	4%	0.3%	19%
Cc1csc(NC(=O)c2cc3c(C)nn(Cc4ccccc4Cl)c3s2)n1	1.4%	2.2	-0.21	1.2	-0.028	23%	-4%	2%	22%	4%	0.0%	12%
CN(Cc1ccccc1)C(=O)c1ccccc1NC(=O)c1ccco1	7.9%	-0.65	-0.27	-0.4	-0.14	4%	54%*	3%	-10%	12%	0.4%	2%
Cc1nn2c(nc1=O)SCC(c1ccccc1)=N2	-2.2%	1.3	-0.28	1.1	-0.47	-29%	-30%	6%	17%	-13%	-0.1%	10%
Cc1cc(=O)oc(C)c1C(=O)OC(C(=O)c1ccccc1)c1ccccc1 (centres undefined)	3.3%	-0.34	-0.28	0.43	0.73	-8%	-33%	1%	-2%	6%	-0.2%	-2%
Cc1cc(Oc2ccc(=O)[nH]n2)nc(Cl)n1	0.3%	-0.46	0.09	-0.2	1.1	1%	-11%	0%	10%	12%	0.2%	-4%
CCC(=O)Nc1nc(CC(=O)Nc2ccccc2)cs1	-1.1%	-0.33	-0.21	-0.26	0.23	20%	2%	6%	-3%	8%	0.2%	3%
NC1=NC[C@H](CC2CCCCC2)N1CCc1cc(C(F)(F)F)cc(C(F)(F)F)c1	1.2%	-5.5	1	-2.6	-4.4	14%	-2%	-1%	12%	-1%	-0.1%	21%
Cc1ccc(NC(=O)CS(=O)CC(=O)NCCCN(C)c2ccccc2)cc1 (centres undefined)	6.1%	-0.42	-0.25	-0.28	0.8	-26%	-6%	0%	-41%	-9%	-0.2%	12%
Next part:
SMILES	KOR beta-arrestin-1	Dynein cargo inh	Dynein cargo inh cytoplasmic EGFP	Dynein cargo inh nuclear GR-EGFP	Dynein cargo inh cell count	NOD2 inhibition	NOD1 inhibition	M1AAP inhibition	KOR beta-arrestin-2	AID2073	GPR55 activation	P. falciparum M17LAP
O=C(c1ccco1)N1CCN(S(=O)(=O)c2ccc3c(c2)CCN3C(=O)C2CC2)CC1	13%	0.52	-0.11	0.025	0.4	-4%	8%	-3%	-13%	-9%	-0.1%	-22%
CCC1CCCCN1C(=O)CCS(=O)(=O)c1ccccc1 (centres undefined)	-2.6%	.	.	.	.	-4%	-26%	.	12%	-6%	-0.1%	.
CCOc1ccc(S(=O)(=O)N2CCCC(C(=O)N3CCOCC3)C2)cc1C (centres undefined)	3.0%	.	.	.	.	33%	-7%	.	-10%	12%	-0.2%	.
COC(=O)CN(n1cnnc1)S(=O)(=O)c1ccc(C)cc1	-0.1%	-0.82	-0.27	-0.22	0.23	4%	-25%	-1%	2%	20%	0.3%	10%
Cc1ccc(S(=O)(=O)N2CCN(C(=O)CSc3nc4ccccc4c(=O)[nH]3)CC2)c(C)c1	5.6%	-0.19	-0.088	0.06	0.54	2%	-12%	14%	-114%	24%	-0.1%	2%
Cc1[nH]c(=S)c(C#N)c(-c2ccccc2)c1C(=O)Nc1ccccc1	7.2%	-1.3	-0.24	-0.072	0.5	20%	-3%	4%	16%	-11%	-0.1%	1%
COCCCNCCOCCOc1ccc(C)cc1[N+](=O)[O-]	-2.5%	0.18	-0.2	-0.05	0.38	9%	24%	14%	-13%	2%	-0.1%	23%
Cc1ccccc1C(=O)Nc1ccc(Br)c(C)n1	-2.6%	-0.75	-0.26	-1	0.44	-46%	-36%	-2%	1%	0%	0.3%	-2%
O=C(CSc1ncnc2ccccc12)N1CCCC1	1.7%	-0.85	0.44	-0.25	0.68	-5%	-29%	7%	-9%	3%	0.5%	12%
COc1ccc2c(C)cc(C)nc2n1	-3.0%	0.063	-0.28	-0.38	0.22	10%	5%	-2%	9%	10%	0.4%	-1%
Cc1ccc(N(CC(=O)O)C2SC(=O)NC2=O)cc1 (centres undefined)	-1.8%	-0.58	-0.25	-0.87	-0.0025	-7%	.	-3%	36%	44%	-0.2%	-2%
CCCN1C/C(=C/c2ccc3c(c2)OCO3)C(=O)/C(=C/c2ccc3c(c2)OCO3)C1	-1.3%	-4.6*	0.37*	-1.9*	0.044*	10%	67%*	0%	-18%	43%	-0.3%	10%
COc1cc(OC)cc(C(=O)NC(=S)NNC(=O)Cc2cccs2)c1	16%	0.85	-0.021	0.78	-0.96	11%	4%	-18%	8%	0%	0.3%	22%
CNS(=O)(=O)c1cnccc1N1CCN(c2cccc(C)c2)CC1	-0.9%	-0.77	-0.26	-0.064	0.76	11%	-5%	0%	-11%	-4%	-0.1%	-5%

Single records (already shown). Order of screens: KOR beta-arrestin-1 | Dynein cargo inh | Dynein cargo inh cytoplasmic EGFP | Dynein cargo inh nuclear GR-EGFP | Dynein cargo inh cell count | NOD2 inhibition | NOD1 inhibition | M1AAP inhibition | KOR beta-arrestin-2 | AID2073 | GPR55 activation | P. falciparum M17LAP
COC(=O)CN(n1cnnc1)S(=O)(=O)c1ccc(C)cc1 as listed: -0.1% | -0.82 | -0.27 | -0.22 | 0.23 | 4% | -25% | -1% | 2% | 20% | 0.3% | 10%
Cc1ccccc1C(=O)Nc1ccc(Br)c(C)n1 as listed: -2.6% | -0.75 | -0.26 | -1 | 0.44 | -46% | -36% | -2% | 1% | 0% | 0.3% | -2%
CCC1CCCCN1C(=O)CCS(=O)(=O)c1ccccc1 (centres undefined) as listed: -2.6% | . | . | . | . | -4% | -26% | . | 12% | -6% | -0.1% | .
CCOc1ccc(S(=O)(=O)N2CCCC(C(=O)N3CCOCC3)C2)cc1C (centres undefined) as listed: 3.0% | . | . | . | . | 33% | -7% | . | -10% | 12% | -0.2% | .
O=C(CSc1ncnc2ccccc12)N1CCCC1 as listed: 1.7% | -0.85 | 0.44 | -0.25 | 0.68 | -5% | -29% | 7% | -9% | 3% | 0.5% | 12%
